Source: PubChem BioAssay (several laboratories)
NRP1-CendR mod: NRP-1/CendR interaction modulation; FAM-RPARPAR peptide binding to NRP-1, fluorescence polarization; 360,000 compounds, 0.85% hits; O14786; inhibition, % at 25 µM; AID 602438;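 active = inhibition or corrected inhibition above about 18%, plus a signal ratio from 0.5 to 1.5, limit read from the data, passing the limit was not always enough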; also: strong numbers were not always called active
MT1-MMP act inh: blocks activation of human MT1-MMP. AID 651647. HT1080 RFP-PRO-GFP cells, GFP/RFP ratio fluorescence, overnight; percent of plate control window, DMSO zero. GFP/RFP ratio change, % at 20 µM. 360,000 compounds, 0.061% hits;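 active = GFP/RFP ratio change of at least 30% with cell ATP level not reduced by more than half and red fluorescence within 50% of control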; also: strong numbers were not always called active
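Test system: HT1080 RFP-PRO-GFP cells; Benchmarks: DMSO and RFP-L50D-GFP cell wells; Timing: cells overnight before dosing, compound overnight, 37 °C, 5% CO2; Compound: one 20 µM compound dose with 1% DMSO; Read-out: GFP/RFP fluorescence ratio.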
PABP1 MLLE inh: blocks PAM2 peptide binding to the PABP1 MLLE domain. P11940. GST-MLLE / FITC-PAM2 fluorescence polarization. inhibition, % at 20 µM. 360,000 compounds, 0.36% hits. AID 588489; in the data active = inhibition above about 35%, passing the limit was not always enough;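 also: plate controls were DMSO wells with GST-MLLE for no effect and wells lacking GST-MLLE protein for full effect; some results filed as inactive read as strong as hits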
SKN-1 block: inhibitors of C. elegans SKN-1; C. elegans VP596 Pgst-4::GFP/RFP ratio, acrylamide-induced, 24 h; inhibition, % at 21.8 µM; 360,000 compounds, 0.49% hits;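 active = interference check ratio from 0.5 to 1.5 plus GFP to RFP signal ratio inhibition reaching or exceeding a fixed threshold, cut at about 30% in these data, passing the limit was not always enough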; also: some compounds called inactive have numbers as strong as hits
MsrA inh: inhibitors of bovine MsrA; purified bovine MsrA, absorbance read-out; inhibition, % at 15.5 µM; 360,000 compounds, 0.75% hits; AID 651718; in the data active = inhibition above about 4.5%;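 also: 0% = vehicle wells with enzyme and 100% = reference inhibitor wells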
FAS TE block: blocks the thioesterase domain of human fatty acid synthase. P49327. inhibition, % at 15 µM. 360,000 compounds, 0.67% hits. AID 602261. recombinant FAS-TE, OMFH fluorogenic substrate, fluorescence endpoint;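 active = compounds whose normalised, plate-corrected inhibition of enzyme fluorescence in the single-dose primary screen is 50% or more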;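 also: 0% = DMSO with enzyme and 100% = substrate without enzyme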
Target sequence (P49327 whole entry, looked up, the tested form may be a part): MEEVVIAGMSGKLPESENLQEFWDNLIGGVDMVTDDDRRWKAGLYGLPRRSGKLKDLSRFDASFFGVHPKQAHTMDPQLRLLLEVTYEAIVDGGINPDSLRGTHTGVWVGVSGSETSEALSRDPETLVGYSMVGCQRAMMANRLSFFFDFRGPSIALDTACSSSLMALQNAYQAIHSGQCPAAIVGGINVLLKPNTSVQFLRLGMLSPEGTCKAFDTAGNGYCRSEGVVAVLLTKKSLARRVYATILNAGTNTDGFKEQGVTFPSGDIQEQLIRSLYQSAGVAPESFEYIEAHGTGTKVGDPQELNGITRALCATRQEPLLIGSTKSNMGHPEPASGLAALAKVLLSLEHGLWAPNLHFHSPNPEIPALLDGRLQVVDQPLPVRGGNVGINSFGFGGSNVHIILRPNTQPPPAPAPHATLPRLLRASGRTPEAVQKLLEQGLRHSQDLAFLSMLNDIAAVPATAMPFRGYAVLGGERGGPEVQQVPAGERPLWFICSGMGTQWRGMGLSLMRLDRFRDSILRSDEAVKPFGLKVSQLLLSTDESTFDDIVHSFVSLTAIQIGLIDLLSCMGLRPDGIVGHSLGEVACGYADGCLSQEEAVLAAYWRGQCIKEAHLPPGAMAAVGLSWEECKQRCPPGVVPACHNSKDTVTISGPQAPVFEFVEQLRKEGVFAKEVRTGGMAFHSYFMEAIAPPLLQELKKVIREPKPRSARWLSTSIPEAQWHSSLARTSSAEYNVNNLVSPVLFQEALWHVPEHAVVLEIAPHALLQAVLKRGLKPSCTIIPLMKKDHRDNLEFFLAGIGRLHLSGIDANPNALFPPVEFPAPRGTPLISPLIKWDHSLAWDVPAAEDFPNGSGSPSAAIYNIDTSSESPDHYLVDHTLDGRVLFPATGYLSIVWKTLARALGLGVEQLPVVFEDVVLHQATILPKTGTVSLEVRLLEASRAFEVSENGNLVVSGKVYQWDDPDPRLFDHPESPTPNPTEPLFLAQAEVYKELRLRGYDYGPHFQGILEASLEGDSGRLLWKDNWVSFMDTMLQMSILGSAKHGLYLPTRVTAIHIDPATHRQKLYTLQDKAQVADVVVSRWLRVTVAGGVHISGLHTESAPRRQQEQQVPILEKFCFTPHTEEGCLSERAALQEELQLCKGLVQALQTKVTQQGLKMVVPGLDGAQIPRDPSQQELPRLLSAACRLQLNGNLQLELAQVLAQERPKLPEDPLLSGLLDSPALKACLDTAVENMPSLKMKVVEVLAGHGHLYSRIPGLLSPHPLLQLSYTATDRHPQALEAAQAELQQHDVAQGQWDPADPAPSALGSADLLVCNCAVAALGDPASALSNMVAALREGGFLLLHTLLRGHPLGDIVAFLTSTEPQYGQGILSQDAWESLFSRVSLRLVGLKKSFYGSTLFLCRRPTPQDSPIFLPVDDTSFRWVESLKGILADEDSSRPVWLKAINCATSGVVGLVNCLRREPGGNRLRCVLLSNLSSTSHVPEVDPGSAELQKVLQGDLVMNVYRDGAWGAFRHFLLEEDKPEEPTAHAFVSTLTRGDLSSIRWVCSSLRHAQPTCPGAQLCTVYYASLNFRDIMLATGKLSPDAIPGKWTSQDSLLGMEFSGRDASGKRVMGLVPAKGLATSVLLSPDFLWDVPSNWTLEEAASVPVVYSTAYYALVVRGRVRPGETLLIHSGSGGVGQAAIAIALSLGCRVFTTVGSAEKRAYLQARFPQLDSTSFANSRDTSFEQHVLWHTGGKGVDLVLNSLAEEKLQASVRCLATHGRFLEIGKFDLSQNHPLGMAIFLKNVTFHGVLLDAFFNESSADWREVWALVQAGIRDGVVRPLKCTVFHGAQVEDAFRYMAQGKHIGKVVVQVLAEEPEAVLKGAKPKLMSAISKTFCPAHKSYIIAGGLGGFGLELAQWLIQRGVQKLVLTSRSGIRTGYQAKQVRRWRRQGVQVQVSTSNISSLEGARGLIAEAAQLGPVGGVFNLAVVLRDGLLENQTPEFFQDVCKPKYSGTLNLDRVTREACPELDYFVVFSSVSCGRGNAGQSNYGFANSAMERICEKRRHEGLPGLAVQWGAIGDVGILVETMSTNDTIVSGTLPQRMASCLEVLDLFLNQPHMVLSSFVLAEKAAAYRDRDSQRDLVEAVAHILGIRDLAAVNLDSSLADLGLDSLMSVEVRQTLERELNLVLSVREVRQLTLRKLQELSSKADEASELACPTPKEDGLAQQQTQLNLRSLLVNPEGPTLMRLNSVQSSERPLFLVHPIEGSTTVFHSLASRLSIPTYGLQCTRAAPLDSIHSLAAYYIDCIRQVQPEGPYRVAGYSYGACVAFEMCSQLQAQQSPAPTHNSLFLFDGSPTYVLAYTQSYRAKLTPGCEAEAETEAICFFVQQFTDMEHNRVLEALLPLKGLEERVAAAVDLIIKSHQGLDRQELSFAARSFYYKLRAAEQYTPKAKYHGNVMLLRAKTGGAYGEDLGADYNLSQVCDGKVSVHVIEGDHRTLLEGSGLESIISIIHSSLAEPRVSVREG
TbMetRS inhib: blocks T. brucei methionyl-tRNA synthetase activity; purified T. brucei MetRS, ATP depletion, Kinase-Glo luminescence; inhibition, % at 11.9 µM; 360,000 compounds, 0.4% hits;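 active = inhibition above a per-plate cutoff of the control wells' mean inhibition plus 3 SD, cut at about 5.5% in these data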;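 also: 0% = DMSO wells median and 100% = median of wells with control inhibitor compound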
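Assay system: T. brucei methionyl-tRNA synthetase, purified | Medium: HEPES buffer with MgCl2, KCl, DTT, spermine, BSA, pyrophosphatase | Compound: 11.9 µM single point | Incubation: 15 min enzyme-compound preincubation, 2 h reaction, 10 min detection, 25 °C | Measured by: Kinase-Glo luciferase luminescence reporting remaining unconsumed ATP | Measure: % inhibition normalized to control-well medians | Replication: Singlicate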
E coli Lon inh: E. coli protease La inhibition; P0A9M0; purified E. coli Lon protease, fluorescence polarization; inhibition, % at 7.94 µM; 360,000 compounds, 0.42% hits; in the data active = inhibition above about 13%, passing the limit was not always enough;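 also: 0% = enzyme with probe and DMSO and 100% = no enzyme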
bovine MsrA act: activates bovine MsrA enzyme; purified bovine MsrA, absorbance read-out; activation, % at 10.6 µM; 360,000 compounds, 0.3% hits; AID 602163; in the data active = activation above about 7.5%;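 also: 0% = vehicle and 100% = reference activator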
Starred values were filed as active, the others as inactive; . = not tested or not shown.

Structure,FAS TE block,TbMetRS inhib,NRP1-CendR mod,PABP1 MLLE inh,MsrA inh,bovine MsrA act,SKN-1 block,E coli Lon inh,MT1-MMP act inh
N=c1c(S(=O)(=O)c2ccc(Cl)cc2)cc2c(=O)n3ccccc3nc2n1C1CCCCC1,65*,-0.3,101,-9,0.1,-6,6,-7,-1
O=C(CN1CCCCC1)Nc1ccccc1-c1ccccc1,2,-1.1,-2,14,1.9,-1,-3,-11,0
CCCCn1c(-c2cccnc2)n[nH]c1=S,-12,-0.5,15,-13,0.5,0,-7,0,1
Cc1ccc(S(=O)(=O)NCC2CCC(C(=O)NCc3ccccn3)CC2)cc1 (stereo unspecified),-3,-0.2,-5,6,-0.8,-1,11,1,-2
COc1cccc(OCC(O)CNC2CCCC2)c1 (stereo unspecified),2,-1.3,-4,4,-0.4,-7,17,2,5
CC1(C)Cc2c(c(N3CCOCC3)nc3sc4c(NCc5ccco5)nnnc4c23)CS1,15,-0.2,8,-13,0.5,0,25,-8,-2
O=C(Nc1ccc(Br)cc1)C1CCN(C(=O)c2ccc(F)cc2)CC1,6,-0.3,13,1,-1.2,-7,-1,3,1
N#Cc1c2n(c3c(-c4ccccc4)ncnc13)CCC2,-8,-1.5,2,0,-0.3,-9,-11,-13,-4
CNc1cc(N2CCCC2)ccc1[N+](=O)[O-],-5,-0.4,5,-5,-1.5,-2,6,-3,3
C[C@H]1NC(=O)[C@]2(C)[C@@H](c3ccccc3)[C@H]3COc4ccccc4[C@H]3N2C1=O,-7,-0.1,-8,-2,0.0,-13,-3,-13,1
O=C1OCC(O)=C1Cc1ccccc1,-3,0.4,6,-1,-0.7,-2,14,-1,1
CCO[C@@H]1OC(C(=O)N2CCOCC2)=C[C@H](c2cn(C(C)=O)c3ccccc23)[C@H]1CCCO,-1,-0.2,4,-4,-0.3,0,0,-2,0
O=C(Nc1ccon1)c1ccc(Br)s1,-4,-0.4,3,5,2.4,-3,27,1,-1
CCOc1ccc(-c2cn(CCC#N)cn2)cc1,-19,-0.9,-4,-12,-0.2,-9,8,-12,-2
Cc1cc(NC(=O)CS(=O)(=O)Cc2ccccc2)no1,-8,0.0,2,1,-1.1,-4,-6,-8,-1
CC(C)CCc1noc(CN(C)CCC2CCOCC2)n1,-3,-1.3,-13,-10,0.9,-6,-2,-3,2
Cc1cccc(NC(=O)CNC(=O)c2ccc3nc[nH]c3c2)c1C,-4,-0.3,10,-11,0.7,-7,-18,-3,-3
CCCCC(=O)NC1(C(F)(F)F)C(=O)Nc2c1c(=O)n(C)c(=O)n2C (stereo unspecified),-3,-0.1,-6,5,1.0,-1,0,0,2
CCOC(=O)C1CCCN(C(=O)c2ccccc2)CC1 (stereo unspecified),-5,0.1,0,-2,-0.2,-6,3,4,1
COC(=O)c1ccc(Oc2nc(Nc3ccccc3)nc(N(C)C)n2)cc1,20,-0.1,-5,-4,0.1,-1,-11,-7,-49
CCN(CC)S(=O)(=O)c1ccc(O)c(NS(=O)(=O)c2ccccc2F)c1,-10,0.6,-18,4,0.2,3,7,-1,4
COc1ccc([N+](=O)[O-])cc1N(CC(O)CN1C(=O)NC(C)(C)C1=O)S(=O)(=O)c1ccc(C)cc1 (stereo unspecified),22,0.2,-12,-7,1.5,-2,-17,-3,0
Cc1c(C)c2c(OCC(=O)N3CCC(O)CC3)cc3c(c2oc1=O)CCC(C)(C)O3,-3,1.2,-18,-20,1.4,-1,5,-3,0
Cc1cc(N2CCOCC2)nc2ccc(NC(=O)CCC(=O)N3CCCCC3)cc12,-3,0.0,0,-8,0.8,-1,-13,1,8
CCN(c1ccccc1)S(=O)(=O)c1ccc(OC)c(NC(=O)C2CC(=O)N(Cc3ccccc3)C2)c1 (stereo unspecified),10,-0.5,4,-13,-0.5,-3,6,-11,-1
Cc1ccc(S(=O)(=O)N2CCN(c3nccnc3C#N)CC2)cc1,26,-0.5,-5,1,1.1,-9,-7,0,3
CCCCc1c(-c2ccccc2OC)ncn1CCc1cccc(Cl)c1,17,5.8*,9,.,0.2,-4,-3,-3,0
CCCn1c2c(c(O)c(C(=O)NC)c1=O)CCCC2,-3,0.0,-46,-54,2.2,3,-1,-26,-7
Nc1ccccc1S(N)(=O)=O,-1,-0.1,-6,1,1.1,0,7,-2,2
Cc1ccc(CNC(=O)Cn2ccc(NC(=O)OCc3ccccc3)nc2=O)o1,-9,0.0,7,-2,0.6,-2,15,-7,3
CN(C)c1ccc(C=C2C=C(c3ccccc3)OC2=O)cc1,13,-0.1,-158,-128,0.2,3,87,-47,3
CCN(C(=O)CSc1nc2nc(C)cc(C)n2n1)c1ccccc1,-10,-1.1,12,7,4.8*,-2,6,-4,1
CCC1CCCCN1C(=O)Cn1c(C(=O)OC)cc2ccsc21 (stereo unspecified),-6,-0.8,0,6,-0.2,-2,11,0,-1
Cc1nn(CC(=O)NC2CCS(=O)(=O)C2)c(C)c1[N+](=O)[O-] (stereo unspecified),-4,-0.1,6,3,-0.7,-3,-4,3,-1
Cc1ccc(CS/C(Nc2ccccc2C)=C(\C#N)C(N)=O)c(C)c1,4,-0.3,7,1,-0.3,-2,-6,-4,-6
Cc1ccc(N2CC(C(=O)OCc3ccc([N+](=O)[O-])cc3)CC2=O)cc1 (stereo unspecified),19,1.6,-4,3,0.2,2,-13,-9,4
CCOC(=O)/C(=C\c1ccc(Cl)cc1)c1nc2sc(C)c(C)c2c(=O)[nH]1,4,-0.1,-2,17,0.7,-7,-12,-4,-17
O=C(CCC(=O)c1cccs1)OCC(=O)c1ccccc1F,0,-0.4,1,-9,-0.7,-1,26,-1,2
O=C(NS(=O)(=O)Oc1ccc(F)cc1F)OC[C@@H]1CCCN2CCCCC12 (stereo partly specified),-4,-0.4,-7,1,1.4,-3,-10,-1,-1
OCCOCCn1c(C(CO)Nc2nc(-c3ccc(Cl)cc3)cs2)nc2ccccc21 (stereo unspecified),2,-0.2,1,7,0.3,-1,8,-11,8
COCCNC(=O)c1ccccc1-c1nc(-c2ccccc2Cl)no1,-6,-1.7,-8,2,-0.4,-3,6,3,-4
Fc1ccc(-c2csc(Nc3ccccn3)n2)cc1,22,-0.3,5,-4,0.2,-2,75*,10,0
CCn1c(SCC(=O)N(C)CCC#N)nc2cc(S(=O)(=O)N3CCOCC3)ccc21,-7,-0.6,9,-13,0.9,-2,17,-7,-15
Cc1ccc(-c2nc3c(c(=O)[nH]c(=O)n3CC(C)C)n2CC(C)C)cc1[N+](=O)[O-],27,-0.2,-6,-9,-0.4,-4,13,-3,-6
Cc1ccccc1C(=O)NC1CC2CCCC(C1)N2Cc1ccccc1Cl (stereo unspecified),-3,-0.1,2,1,-1.1,-1,12,-13,3
Cc1ccc(CCNC(=O)CCS(=O)(=O)c2ccc3c(c2)oc(=O)n3C)cc1,-1,-0.4,4,-10,0.6,-4,-3,3,4
O=C(O)c1ccccc1-n1cnnn1,-6,-0.4,0,12,0.6,-1,-8,-7,0
CCOc1ccccc1Oc1cn[nH]c1-c1ccc(OC)cc1O,-210,-0.4,6,11,0.4,3,1,-1,3
CN(CC(=O)Nc1ccc(C(N)=O)cc1)S(=O)(=O)c1ccc2c(c1)OCCO2,-5,-0.1,-2,-8,0.0,-2,13,0,1
CCOC(=O)C1Nc2ccc(C(F)(F)F)cc2C2c3ccccc3CC12 (stereo unspecified),3,-0.1,-4,-1,0.6,0,0,-4,2

(more compounds)
Structure,FAS TE block,TbMetRS inhib,NRP1-CendR mod,PABP1 MLLE inh,MsrA inh,bovine MsrA act,SKN-1 block,E coli Lon inh,MT1-MMP act inh
O=C(O)c1cccc(NC(=S)NC(NC(=O)c2ccco2)C(Cl)(Cl)Cl)c1 (stereo unspecified),-2,-1.5,1,22,0.7,-8,8,1,-11
CCCCn1c2ccccc2c2nnc(SCCN3CCCCC3)nc21,1,-0.9,-9,26,1.2,-3,3,1,0
CNC(=S)Nc1ccc(OCc2ccccc2)cc1,-2,0.1,9,-36,-0.4,-1,-8,4,0
O=C(N/N=C1/CC2CCC1C2)c1cc2ccccc2cc1O (stereo unspecified),-4,0.0,-12,3,-0.1,-4,-3,-14,4
O=C(Cn1ncc2c([nH]c3ccccc32)c1=O)N1CCCCC1,-3,-0.2,-11,4,0.3,-3,8,-7,1
c1ccc(-c2nc3cnccn3c2Nc2ccc3c(c2)OCCO3)cc1,8,0.1,0,6,1.5,-3,26,0,7
O=C(CNc1cccc(F)c1)Nc1cccc(S(=O)(=O)N2CCCCC2)c1,-4,-0.2,1,-9,-0.9,-3,-7,0,5
CC(=O)c1cc2c(cc1NC(=O)Cc1c(C)noc1C)OCO2,-4,-0.1,10,10,1.1,-2,20,-4,0
CCSc1nnc(NC(=O)C2CC2c2ccccc2)s1 (stereo unspecified),-1,-1.0,-3,4,0.9,-10,-10,-11,7
O=C(On1c(-c2ccccc2)nc2ccccc2c1=O)c1ccco1,-2,0.0,-25,14,0.9,-2,2,-11,3

Structures shown so far with fluorine, in the order listed:
Structure,FAS TE block,TbMetRS inhib,NRP1-CendR mod,PABP1 MLLE inh,MsrA inh,bovine MsrA act,SKN-1 block,E coli Lon inh,MT1-MMP act inh
O=C(Nc1ccc(Br)cc1)C1CCN(C(=O)c2ccc(F)cc2)CC1,6,-0.3,13,1,-1.2,-7,-1,3,1
CCCCC(=O)NC1(C(F)(F)F)C(=O)Nc2c1c(=O)n(C)c(=O)n2C (stereo unspecified),-3,-0.1,-6,5,1.0,-1,0,0,2
CCN(CC)S(=O)(=O)c1ccc(O)c(NS(=O)(=O)c2ccccc2F)c1,-10,0.6,-18,4,0.2,3,7,-1,4
O=C(CCC(=O)c1cccs1)OCC(=O)c1ccccc1F,0,-0.4,1,-9,-0.7,-1,26,-1,2
O=C(NS(=O)(=O)Oc1ccc(F)cc1F)OC[C@@H]1CCCN2CCCCC12 (stereo partly specified),-4,-0.4,-7,1,1.4,-3,-10,-1,-1
Fc1ccc(-c2csc(Nc3ccccn3)n2)cc1,22,-0.3,5,-4,0.2,-2,75*,10,0
CCOC(=O)C1Nc2ccc(C(F)(F)F)cc2C2c3ccccc3CC12 (stereo unspecified),3,-0.1,-4,-1,0.6,0,0,-4,2
O=C(CNc1cccc(F)c1)Nc1cccc(S(=O)(=O)N2CCCCC2)c1,-4,-0.2,1,-9,-0.9,-3,-7,0,5
